# Source: PubChem (several laboratories)
# West Nile virus CPE: inhibition of WNV-induced cytopathic effect – cell-based, CPE readout (AID 1621) | West Nile virus-infected cells, CPE inhibition; higher % means a stronger effect | CPE inhibition, % at 10 µM; hits with a dose series show IC50 in µM | actives 0.02% (n = 290,000); in the data active = a potency from the dose series; inconclusive = CPE inhibition mostly from about 3.7% at the one dose, without a potency; inactive = the rest, 99 in 100 with CPE inhibition below about 2.2%; also: strong numbers were not always called active
# RSV antiviral HEp-2: inhibition of RSV-induced cytopathic effect – HEp-2 cells, primary 10 µM value included (AID 2391) | HEp-2 cells, RSV-induced CPE inhibition; higher % means a stronger effect | CPE inhibition, % at 10 µM; hits with a dose series show IC50 in µM | actives 0.13% (n = 310,000); in the data active = a potency from the dose series; inconclusive = CPE inhibition mostly from about 23% at the one dose, without a potency; inactive = the rest, 99 in 100 with CPE inhibition below about 21%; also: strong numbers were not always called active
# Yfh1-depleted yeast: mitochondrial function rescue without frataxin homolog – Friedreich's ataxia, plus single-dose screen, dose response (AID 1465) | S. cerevisiae Yfh1-off respiration, WST-1 reduction, 72 h; higher fold induction means a stronger effect | fold induction at 50 µM; hits with a dose series show EC50 in µM | actives 0.074% (n = 220,000);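 active = fold induction of absorbance versus untreated yeast above a set limit, then at least 30% activation at any dose in follow-up; inconclusive = repeats straddling the limit, or above it without dose testing; inactive = fold induction below the set limit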;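 also: activators that raise dye reduction in frataxin-depleted yeast; strong numbers were not always called active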
# ER stress rescue: rescue of cells from ER stress-induced death, primary screen, 384-well, CSM14.1, thapsigargin, ATP luminescence (AID 1222) | CSM14.1 thapsigargin-induced death rescue, ATP luminescence; higher % means a stronger effect | cellular ATP content (survival), % at 20 µM, or EC50 in µM where a hit was titrated | 190,000 tested, under 10 active;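 active = EC50 below 50 µM in the dose-response confirmation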;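 also: death triggered by thapsigargin at about 15 µM added after 2 h compound pretreatment; cell ATP read after overnight thapsigargin exposure of roughly 18 to 22 hours; normalized against plate controls of thapsigargin alone and 5% DMSO vehicle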
# UTI89 phage lysis: inhibition of K1F phage lysis, E. coli UTI89, bacterial capsule biogenesis inhibitors, alamar blue (AID 488966); E. coli UTI89 K1F phage lysis, alamar blue, 2 h; higher % means a stronger effect; inhibition, % at 100 µM; hits with a dose series show IC50 in µM; actives 0.02% (n = 340,000);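 active = phage lysis inhibition, versus mean bacterial control, above a set limit; inconclusive = no clear call, values can overlap the other calls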;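 also: capsule biogenesis inhibitors block K1F phage lysis so surviving cells raise fluorescence; higher fluorescence means more inhibition of phage lysis; actives were called in the ten point dose series up to 300 µM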
# Dengue-2 NS5 capping: flavivirus cap methylation enzyme inhibition – biochemical, confirmation dose response, primary screen (AID 588689); Dengue-2 NS5 methyltransferase capping enzyme assay, biochemical; higher % means a stronger effect; one-dose inhibition, % at 25 µM; IC50 in µM for titrated hits; actives 0.3% (n = 340,000); in the data active = a potency from the dose series; inconclusive = inhibition above about 29% without an active follow-up result
# SV40 large T antigen: TAg ATPase/helicase activity blockers – biochemical (AID 1903). SV40 large T antigen ATPase/helicase inhibition assay; higher % means a stronger effect. inhibition, % at 20 µM; hits with a dose series show IC50 in µM. actives 0.39% (n = 310,000); in the data active = a potency from the dose series; inconclusive = inhibition mostly from about 32% at the one dose, without a potency; inactive = the rest, 99 in 100 with inhibition below about 32%; also: strong numbers were not always called active
# WT yeast gro inh: growth inhibition of WT yeast, mitochondrial fusion screen; actives 2.1% (n = 190,000); AID 1362; inhibition, % at 10 µM; mitochondrial fusion phenotypic screen, WT strain; in the data active = inhibition above about 58%; tested in S. cerevisiae
# XIAP displacement: XIAP antagonists, biochemical, IAP family, fluorescence polarization (AID 1018); XIAP BIR domain, fluorescence polarization peptide displacement; higher % means a stronger effect; one-dose displacement, % at 20 µM; IC50 in µM for titrated hits; actives 0.007% (n = 200,000); in the data active = displacement above about 50%; also: a part of the inactive calls stands beside numbers as strong as those of hits
# WT yeast gro inh mutant strain: also measured in WT yeast gro inh; calls as there; inhibition, %; mitochondrial fusion phenotypic screen, mutant strain inhibition
# Dengue-2 NS5 capping pilot replicate: recorded beside Dengue-2 NS5 capping, whose call it bears; inhibition, %; measured here: pilot screen replicate inhibition
# The depositor's hits bear a star; i = inactive; ? = inconclusive; nt = no result given; [ ] = remark or other dose. No enrichment for hits; about 2.2% have a hit in one of these screens.
SMILES,West Nile virus CPE,RSV antiviral HEp-2,Yfh1-depleted yeast,ER stress rescue,UTI89 phage lysis,Dengue-2 NS5 capping,SV40 large T antigen,WT yeast gro inh,WT yeast gro inh mutant strain,XIAP displacement,others
Cc1cccc(C(=O)OCC(=O)NCCNC(=O)COC(=O)c2cccc(C)c2C)c1C,-0.6%,1.9%,nt,nt,-0.2%,-5%,9%,nt,nt,nt,
Cc1c(C(=O)Nc2ccccc2Cl)oc2ccc(S(=O)(=O)N3CCC4(CC3)OCCO4)cc12,1.9%,0.9%,i,-1.0%,4.3%,1%,5%,19,5,-4.1%,
COCCNC(=O)C1(S(=O)(=O)c2ccccc2)CC=CC1,-0.4%,-0.3%,nt,nt,2.4%,2%,11%,nt,nt,nt,
Cc1ccccc1C(O)c1ccccn1 (stereo not drawn),0.5%,-0.2%,i,-2.5%,8.7%,-3%,-3%,-8,3,-8.2%,
COc1cc(S(=O)(=O)NCc2ccccc2)ccc1F,0.1%,6.3%,i,-2.4%,0.7%,-3%,-4%,-12,-44,3.2%,
Cn1c(-c2ccccc2O)cc2ccccc21,0.6%,0.9%,i,-3.3%,-0.4%,-1%,7%,-3,-4,-5.4%,
CCn1ncc(N2CCOCC2)c(Cl)c1=O,0.1%,1.0%,nt,nt,0.2%,1%,7%,nt,nt,nt,
CN(Cc1ccccc1)c1nc2c(c(=O)[nH]c(=O)n2C)n1CCOc1ccccc1,0.0%,0.4%,i,0.4%,-0.2%,8%,2%,7,16,-5.4%,
CN(C(=O)COC(=O)c1ccc[nH]c1=O)C1CCCCC1,0.7%,-0.6%,i,-0.9%,0.3%,-11%,9%,11,-5,-0.2%,
Cc1c(C(=O)NN)nn(-c2ccc(Cl)cc2)c(=O)c1C#N,0.1%,0.3%,i,nt,0.8%,-1%,6%,-1,-12,-11%,
Cc1ccc(O)c(-c2cc(-c3ccc(F)cc3)no2)c1,-1.9%,-0.6%,nt,nt,-0.3%,-1%,-2%,nt,nt,nt,
O=C1[C@H]2[C@H](ON3CCCC[C@H]23)C(=O)N1c1ccc(Cl)cc1,0.3%,1.4%,i,-1.1%,0.5%,5%,8%,4,7,-6.1%,
O=S(=O)(Nc1ccccc1Br)c1cccs1,0.0%,4.7%,nt,nt,-0.1%,-8%,7%,nt,nt,nt,
N#Cc1cc2c(nc1SCc1ccc(Cl)nc1)CCCCC2,-0.2%,14%,i,nt,-0.1%,3%,12%,nt,nt,nt,
COc1ccc(C2C(C#N)=C(N)Oc3n[nH]c(-c4ccccn4)c32)c(OC)c1OC (stereo not drawn),nt,-0.5%,nt,-0.9%,0.9%,-1%,2%,-4,-4,-5.5%,
CCOc1ccc(C(=O)NCC(C)C)cc1,0.1%,1.3%,i,-2.3%,0.7%,0%,-1%,-19,-17,-2.9%,
CCOC(=O)N1CCC(NC(=O)C2=CCN(S(=O)(=O)c3ccc(OC)cc3)CC2)CC1,-0.3%,4.5%,i,nt,-0.5%,-9%,14%,nt,nt,nt,
COc1ccc(-c2csc(NC(=O)Cc3cc(OC)c(OC)c(OC)c3)n2)cc1OC,-0.1%,4.3%,nt,nt,-0.2%,-6%,7%,nt,nt,nt,
COc1ccc(C(=O)Cc2cnn(-c3ccccc3)c2)c(O)c1,0.1%,0.3%,i,0.4%,0.5%,-3%,6%,3,-4,-5.5%,
O=C(O)c1cccc(N/N=C(\N=Nc2ccccc2)c2ccccc2)c1,nt,-0.7%,nt,nt,-1.1%,13%,33%,nt,nt,nt,
CCn1c(SCC(=O)Nc2ccc(C)cc2)nnc1-c1cnccn1,-0.1%,6.3%,nt,nt,0.2%,-1%,13%,nt,nt,nt,
COc1ccc(C(=O)Nc2ccc(-c3nnn(CC(=O)N4CCN(C(=O)c5ccco5)CC4)n3)cc2)cc1,0.2%,7.3%,i,-0.2%,0.2%,-11%,3%,-1,15,-4.9%,
O=C(CN1C(=O)c2ccccc2C1=O)N1CCN(c2ccccn2)CC1,-0.1%,0.8%,i,0.8%,0.6%,-3%,6%,13,14,-1.9%,
Cc1c(C(=O)NC2CCN(Cc3ccccc3)C2)oc2c(Cl)cccc12 (stereo not drawn),-0.4%,4.5%,nt,nt,0.2%,-6%,7%,nt,nt,nt,
O=C(Nc1ccc(F)cc1)c1cccc2c1C(=O)N(CC1CCCO1)C2 (stereo not drawn),-1.1%,0.9%,nt,nt,0.3%,-7%,2%,nt,nt,nt,
Cc1cccc(C)c1NC(=O)c1ccc(CN2CCc3ccccc3C2)cc1,nt,7.4%,nt,-1.5%,0.5%,4%,5%,3,22,44%,
Cc1cc2c(cc1S(=O)(=O)Nc1ccc(OC(F)(F)F)cc1)OCC(=O)N2,-1.3%,?,nt,nt,-0.2%,-4%,-4%,nt,nt,nt,
NS(=O)(=O)c1ccc(CCNC(=O)COC(=O)/C=C/c2ccccc2Cl)cc1,0.0%,0.4%,i,-1.8%,-0.9%,-9%,9%,16,0,-2.4%,
OCCCc1nc2n(n1)C(c1ccccc1)C=C(c1ccc(F)cc1)N2 (stereo not drawn),-0.7%,1.1%,i,-0.5%,1.4%,2%,-2%,-14,0,-3.0%,
CN1CCN(c2nc3c(c(=O)n(C)c(=O)n3C)n2CC(=O)C23CC4CC(CC(C4)C2)C3)CC1,0.0%,-0.3%,i,0.4%,6.7%,-3%,3%,11,3,-4.4%,
CN(CCOc1ccccc1)C(=O)C1CCN(C(=O)c2ccc(F)cc2)CC1,-0.6%,1.0%,nt,nt,0.0%,5%,11%,nt,nt,nt,
CCOC(=O)c1c(S(=O)(=O)N2CCN(C)CC2)c(C)n(C)c1C,0.2%,2.4%,nt,nt,0.2%,-4%,10%,nt,nt,nt,
CCN(CC)c1ccc(NC(=O)CSc2nc(C3CC3)nc3ccccc23)cc1C,1.8%,-0.3%,nt,nt,0.2%,7%,10%,nt,nt,nt,
CSc1ccc(CN2CCN(C(C)C)C(CCO)C2)cc1 (stereo not drawn),0.0%,3.4%,i,-0.9%,0.1%,-7%,18%,6,4,-7.2%,
N=c1c2c(ncn1CCCO)Oc1c(ccc3ccccc13)C2c1ccccc1 (stereo not drawn),?,-0.6%,i,nt,0.9%,-2%,8%,nt,nt,nt,
CCCN(CCC)S(=O)(=O)c1ccc(C(=O)NCc2n[nH]c(=S)n2-c2ccc(Cl)c(Cl)c2)cc1,-1.0%,16%,i,-1.2%,0.7%,2%,6%,-5,-9,-2.6%,
COC(=O)C1=CN(C(C)C)C=C(C(=O)OC)C1c1cc2c(cc1Br)OCO2,-0.3%,0.4%,i,-1.5%,-0.1%,-7%,4%,6,-3,0.5%,
O=C1CC(N2CCc3ccccc32)C(=O)N1c1ccccc1 (stereo not drawn),-0.1%,nt,i,nt,0.7%,2%,15%,nt,nt,nt,
O=C(NCC(O)COc1ccc([N+](=O)[O-])cc1)Nc1ccccc1 (stereo not drawn),-0.2%,nt,i,nt,0.3%,-14%,15%,nt,nt,nt,
Cc1ccc(S(=O)(=O)N2CCC(=O)N(CCOC(=O)Nc3ccccc3C)CC2)cc1,-0.9%,-0.3%,i,12%,0.3%,-2%,2%,-17,3,-3.5%,
O=C(NCCN1CCN(C(=O)NC2CCCCC2)CC1)NC1CCCCC1,-0.1%,0.1%,i,3.1%,0.4%,0%,19%,-14,2,-2.9%,
Cc1ccccc1OCCCn1c(CO)nc2ccccc21,-1.4%,-2.4%,i,1.8%,0.4%,-3%,5%,38,7,-3.1%,
CC(=O)Nc1cccc(NC(=O)c2ccccc2OCc2c(C)noc2C)c1,nt,-1.1%,nt,nt,0.7%[50 µM],-4%,11%,nt,nt,nt,
NC(=O)CC(NC(=O)c1ccccc1)c1ccc(NCc2ccccn2)c([N+](=O)[O-])c1 (stereo not drawn),0.0%,1.3%,nt,nt,0.3%,-3%,20%,nt,nt,nt,
Cc1cc(NC(=O)c2cccc(Br)c2)no1,nt,1.4%,nt,nt,0.3%,-7%,4%,nt,nt,nt,
COc1ccc(CN2CC(=O)N(c3cccc(Cl)c3)C2=S)cc1OC,-0.6%,11%,nt,nt,2.6%,2%,4%,nt,nt,nt,
O=C(O)c1cn(Cc2ccccc2)nc1-c1cccnc1,1.4%,-0.5%,i,0.6%,0.3%,-6%,13%,1,-7,-3.3%,
CCN(CC)Cc1c(C(=O)N/N=C/c2ccncc2)nnn1-c1nonc1N,0.4%,-0.2%,nt,nt,0.2%,4%,16%,nt,nt,nt,
O/N=C(\c1ccccc1)C(O)c1ccccc1 (stereo not drawn),0.2%,5.0%,nt,nt,0.2%,-4%,6%,nt,nt,nt,
CC(C)(C)NC(=O)C(c1ccncc1)N(Cc1cccs1)C(=O)Cn1nnc(-c2ccc(F)cc2)n1 (stereo not drawn),0.7%,-1.9%,i,-0.3%,0.3%,-1%,7%,-1,-7,-5.1%,
CCOc1ccccc1-c1nc(-c2ccc(NC(=O)Cc3ccc(OC)cc3)cc2)no1,0.3%,3.3%,i,0.3%,0.1%,7%,9%,8,14,-7.2%,
Cc1cccc(NC(=O)CCNC(=O)c2ccc(Br)cc2)c1,-0.9%,0.4%,nt,nt,0.1%,-2%,6%,nt,nt,nt,
CCNC(=S)Nc1ccc(NC(=O)c2ccccc2O)cc1,-0.5%,2.6%,i,nt,i,-5%,11%,nt,nt,nt,
COc1ccc(CC(NC(C)=O)C(=O)NC2CCN(C(=O)c3ccc(OC)c(OC)c3)CC2)cc1OC (stereo not drawn),0.2%,0.0%,i,0.7%,-0.5%,-4%,8%,-10,-8,-8.4%,
C(=N\Nc1ccccn1)/c1cccnc1,0.0%,1.7%,nt,nt,-0.2%,-1%,3%,nt,nt,nt,Dengue-2 NS5 capping pilot replicate=-2.7
C=CCn1c(N)cc(=O)nc1SCC(=O)Nc1ccccc1,0.1%,0.9%,i,-2.4%,0.5%,-2%,9%,-2,6,-3.5%,
COc1ccc2ccc(OC)c(/C=N/n3cnnc3)c2c1,-1.1%,2.4%,nt,nt,0.3%,-4%,1%,nt,nt,nt,
S=C(NCCSCc1c(Cl)cccc1Cl)Nc1ccccc1,-0.3%,18%,i,-0.9%,0.1%,-3%,4%,82*,59*,-3.1%,
COC(=O)c1nccnc1C(=O)Nc1ccccc1N1CCOCC1,-0.2%,-0.7%,nt,nt,-1.3%[50 µM],0%,-4%,nt,nt,nt,
COc1ccc(NC(=S)NC23CN4CN(CN(C4)C2)C3)c(OC)c1,0.4%,0.9%,i,-0.2%,0.8%,-3%,13%,-1,-16,-9.9%,
